From PubChem BioAssay
HEK293 tox – cytotoxic compounds in HEK 293 cells | HEK 293 viability, ATP luminescence (CellTiter-Glo), 48-72 h | Potency, µM (titrated, usually from 115 µM), inactives show top-dose activity change, negative = cytotoxicity, hits mostly inhibitors | 94,000 compounds, 6.6% hits; further: potency means the concentration at half of the fitted maximal effect; nearly all actives have a fitted effect of over 60% in size
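HEK 293 cells seeded at 250 cells/well were exposed to compound for 48 or 72 hr at 37 degree Celsius. Viability taken as ATP content by CellTiter-Glo luminescence.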
SNCA viab count – counter-screen for SNCA expression inhibitors: cell viability; HEK-293-SNCA-luc viability, GF-AFC fluorescence, 24 h; Potency, µM (top dose mostly 57.1 µM), for inactives: at the highest dose activity change, negative = cytotoxicity, most hits filed as cytotoxic; 150,000 compounds, 0.12% hits; AID 1671193;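 further: potency means the concentration at half of the fitted maximal effect; 0% = DMSO-treated cells and -100% = medium-only wells without cells; nearly all actives have a fitted effect of over 30% in size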
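Cytotoxicity counterscreen: after 24 h compound treatment of genome-edited SNCA-luciferase HEK-293 cells, live-cell protease substrate GF-AFC read by fluorescence after 30 min; activity scaled between DMSO (0%) and medium-only (-100%), curves Hill-fitted.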
GPT2 inhibitor – GPT2 alanine aminotransferase inhibition; Q8TD30; Recombinant GPT2, coupled pyruvate oxidase/HRP Amplex Red fluorescence; Potency, µM (top dose mostly 57.7 µM), for inactives: top-dose activity change, negative = inhibition, usual class: inhibitors; 100,000 compounds, 0.25% hits; AID 1671188; further: potency means the concentration at half of the fitted maximal effect; nearly all actives have a fitted effect of over 60% in size; many of its hits are not listed in these tables
Target sequence (Q8TD30 whole entry, looked up): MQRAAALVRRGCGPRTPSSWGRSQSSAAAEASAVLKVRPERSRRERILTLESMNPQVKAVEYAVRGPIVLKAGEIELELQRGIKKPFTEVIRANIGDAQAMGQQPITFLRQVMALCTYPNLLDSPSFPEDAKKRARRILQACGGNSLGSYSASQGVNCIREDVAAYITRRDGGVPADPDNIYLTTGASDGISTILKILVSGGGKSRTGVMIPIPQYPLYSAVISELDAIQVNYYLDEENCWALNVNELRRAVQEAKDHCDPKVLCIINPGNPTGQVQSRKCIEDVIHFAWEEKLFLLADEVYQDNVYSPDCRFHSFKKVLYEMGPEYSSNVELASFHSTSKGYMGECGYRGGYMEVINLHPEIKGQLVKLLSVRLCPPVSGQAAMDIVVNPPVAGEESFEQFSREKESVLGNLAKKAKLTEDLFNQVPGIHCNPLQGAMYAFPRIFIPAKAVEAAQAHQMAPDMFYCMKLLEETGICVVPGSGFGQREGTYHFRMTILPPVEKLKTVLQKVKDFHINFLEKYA
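Recombinant GPT2 (10ng/uL) with 250uM a-KG and 2mM L-alanine, 30 min at room temperature, in HEPES pH 7.5 buffer. Pyruvate detected by pyruvate oxidase/HRP/Amplex Red fluorescence after 30 min in the dark; AOA (50uM) as positive control.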
FLuc inh – inhibitors of firefly (Photinus pyralis) luciferase. P08659. purified P. pyralis luciferase, luminescence, biochemical. Potency, µM (series often up to 115 µM), without a hit: at the top dose activity change, negative = inhibition, hits mostly inhibitors. 76,000 compounds, 2.5% hits; further: potency means the concentration at half of the fitted maximal effect; nearly all actives have a fitted effect of over 65% in size
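FLuc 10nM, D-luciferin 10uM, ATP 10uM, Mg acetate 10mM, Tris acetate pH 7.5, Tween/BSA; cpd qHTS; enzyme added last; CCD luminescence.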
SNCA expr inhib – SNCA gene expression inhibition | HEK-293 SNCA-luciferase knock-in, luminescence, 24 h | Potency, µM (series often up to 57.2 µM), for the others: at the highest dose activity change, negative = inhibition, hits mostly inhibitors | 140,000 compounds, 0.17% hits | AID 1671194;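 further: potency means the concentration at half of the fitted maximal effect; plate controls were DMSO cells for no effect and cell-free wells for full effect; nearly all actives have a fitted effect of over 45% in size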
IP6K1 inhibitor – IP6K1 kinase inhibition; Q92551; AID 1645851; 140,000 compounds, 0.81% hits; IP6K1 kinase, ADP-Glo luminescence, 2 h; hits give low values; activity change, % (series mostly up to about 58 µM); in the data active means activity change below about -25%
Target sequence (Q92551 whole entry, looked up): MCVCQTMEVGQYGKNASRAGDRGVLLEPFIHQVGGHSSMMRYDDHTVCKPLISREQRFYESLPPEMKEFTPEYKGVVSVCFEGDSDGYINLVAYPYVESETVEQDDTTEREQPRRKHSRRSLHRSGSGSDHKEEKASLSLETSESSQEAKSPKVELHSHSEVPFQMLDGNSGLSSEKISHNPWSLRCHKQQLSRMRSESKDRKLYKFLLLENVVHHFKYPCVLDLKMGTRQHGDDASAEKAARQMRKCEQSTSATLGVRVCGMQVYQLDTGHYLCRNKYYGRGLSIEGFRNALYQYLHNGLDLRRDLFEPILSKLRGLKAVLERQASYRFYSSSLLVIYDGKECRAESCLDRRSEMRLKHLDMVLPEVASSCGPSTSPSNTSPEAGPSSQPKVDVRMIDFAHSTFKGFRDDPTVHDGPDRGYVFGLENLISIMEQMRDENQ
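ADP-Glo luminescence measures ADP made by human IP6K1 during a 2 h RT reaction with ATP/IP6 (mix at 1.3 mM/130 uM); top library doses 57.5 and 19.1 uM final.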
3T3 cytotox – kills NIH 3T3 cells; NIH 3T3 viability, CellTiter-Glo ATP luminescence, 48-72 h; Potency, µM (highest dose often 96.7 µM), for inactives: at the highest dose activity change, negative = cytotoxicity, most hits filed as inhibitors; 94,000 compounds, 4.3% hits; AID 1345082; further: potency means the concentration at half of the fitted maximal effect; nearly all actives have a fitted effect of over 55% in size
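Viability of NIH 3T3 cells after 48 or 72 hr compound treatment at 37 °C was assessed by CellTiter-Glo, with luminescence imaged following a 10 min room-temperature step.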
An asterisk follows results filed as active; i = inactive; ? = inconclusive; nt = not tested or not shown; & = joins results of further samples; [ ] = remark or other dose. Unless noted, the call rests on the fitted dose curve; in most records, active means well fitted curve in the direction sought with a large enough effect; inconclusive means small, poorly fitted or top-dose-only effect, or another doubt; inactive means no such curve, though single readings can be large; an effect the other way counts as inactive or inconclusive. Unless noted, on the % scale 0 is the no-effect control and ±100 the full control effect. The list is partial; count on the stated rates, not on these rows.

Each structure is followed by: HEK293 tox | SNCA viab count | GPT2 inhibitor | FLuc inh | SNCA expr inhib | IP6K1 inhibitor | 3T3 cytotox
> COc1ccc(S(=O)(=O)NC[C@H]2O[C@@H](CO)[C@@H](O)[C@H]2N2CCN(C)CC2)cc1
  i | 5% | i | 8% | -11% | -13 | i
> O=C(Cc1cccc(Cl)c1)N1CCC(C(=O)N2CCC(c3nc4ncccc4[nH]3)CC2)C1 (configuration not stated)
  -21% | -2% | i | nt | -6% | 23 | -27%
> COc1nccc(N2CCC(CC(=O)NCCN3CCC(C)CC3)CC2)n1
  -18% | 9% | -12% | 3% | -17% | 7 | -10%
> O[C@@H]1C[C@@H](c2nc(-c3ccc4c(c3)OCO4)no2)N(Cc2ccncc2)C1
  89µM* | -21%[87.6 µM] | i | ? | 39%[activator][87.6 µM] | -7 | ?
> O=C(C1CCCN(Cc2cccc(-c3ccc(F)cc3F)c2)C1)N1CCCC1 (configuration not stated)
  28µM* | -5% | ? | nt | 10% | 12 | ?
> Cc1ccc(Cn2cc(-c3ccncc3)cc2C(=O)N2CCCCCC2)cc1
  ? | ? | i | ? | 40%[activator] | -8 | ?
> CC(C)c1ncc(C(=O)N2CCCC(CCc3ccccc3F)C2)c(=O)[nH]1 (configuration not stated)
  -29% | -8% | i | 4% | 4% | -7 | -8%
> COCCNC(=O)c1ccc2nnc(-c3cccnc3)n2c1
  -1%[172 µM] | 8%[87.6 µM] | i | nt | -9%[87.6 µM] | 3 | -7%[138 µM]
> CCn1ncc(N2CCC(NC(=O)Cc3cccc(OC)c3)CC2)cc1=O
  -5% | 4% | i | -2% | ? | 38 | -11%
> COc1ccc(NC(=O)CCS(=O)(=O)c2nc(-c3cccs3)cc(C(F)(F)F)n2)cc1OC
  nt | ? | nt | nt | ? | -2 | nt
> CCCC(CCC)C(=O)Nc1ccn([C@@H]2O[C@H](CO)[C@@H](O)C2(F)F)c(=O)n1
  nt | -29% | 3% | nt | nt | 6 | nt
> CC(C)N1CCC(OCCCNC(=O)C2CCN(c3cnn(C)c(=O)c3)C2)CC1 (configuration not stated)
  -3% | 4% | i | 8% | -28% | 1 | 2%
> O=c1c2c(CO)c(-c3ccc(F)cc3)nn2ccn1Cc1ccccc1F
  ? | -8% | i | -8% | 24% | 0 | -16%
> CC(=O)c1ccc(N2CCN(C(=O)Nc3cn(CC(C)C)c(=O)c4ccccc34)CC2)cc1
  nt | -14% | nt | nt | ? | 9 | nt
> CCOc1cccc(C(=O)Nc2nc3c(s2)CC(C(C)(C)C)CC3)c1 (configuration not stated)
  nt | -8% | nt | nt | 56%[activator] | -7 | nt
> CC1CC(=O)N(CC(=O)Nc2ccc(OC(F)(F)F)cc2)c2ccccc2S1 (configuration not stated)
  nt | -5% | nt | nt | ? | -17 | nt
> O=C(C1CCCN(c2nccc(Nc3ccccc3F)n2)C1)N1CCN(c2ncccn2)CC1 (configuration not stated)
  ? | -6%[12.5 µM] | i | nt | -10% | 9 | ?
> Cc1ccccc1CC(=O)N1CCC[C@H]1c1nc(-c2ccccc2Cl)no1
  ? | -10% | ? | -17% | -16% | 7 | ?
> Cc1c(C(=O)NCCc2ccc(S(N)(=O)=O)cc2)sc2nc3n(c(=O)c12)CCCC3
  nt | -2% | nt | nt | 12% | -1 | nt
> O=C(NC1CCN(Cc2ccccc2)CC1)c1cc2n(n1)CC(c1ccc3c(c1)OCO3)OC2 (configuration not stated)
  ? | -9% | i | -4% | -16% | -1 | ?
> COc1cc(C(=O)Nc2cc(C)ccc2OCc2cc(=O)n3cc(C)sc3n2)cc(OC)c1OC
  nt | 8% | nt | nt | 21% | 0 | nt
> NS(=O)(=O)OC[C@@H]1C[C@@H](n2ccc3c(N[C@H]4CCc5ccccc54)ncnc32)C[C@@H]1O
  nt | -7%&-9% | -18% | nt | nt | 13&7 | nt
> O=C(NC1CC1)c1ccccc1OC1CN(Cc2cc(F)c(F)c(F)c2)C1
  ? | -2% | i | 0% | 1% | -22 | ?
> O=C(NC1CCN(c2ccnc3ccnn23)C1)c1ccccc1Cl (configuration not stated)
  ? | 5%[87.6 µM] | -1%[88.5 µM] | nt | ? | 18 | -34%[138 µM]
> COc1ccc(OC)c(C(=O)c2c(N)c(-c3nc(-c4ccc(C)c(C)c4)cs3)c3ccccn23)c1
  nt | 3% | nt | nt | 19% | 14 | nt
> O=C(C[C@@H]1CCNC[C@@H]1Cc1cc(CN2CCCCC2)on1)NCc1cccs1
  -7%[172 µM] | 1%[87.6 µM] | i | 14%[172 µM] | 4%[87.6 µM] | 4 | 2%[138 µM]
> CCC(C)(C)NC(=O)c1ccc(-c2nnc3ccc(NC(=O)C4CC4)cn23)cc1
  ? | 0% | i | -18% | 23% | 4 | -23%
> Cc1noc(C)c1COc1ccc(C(=O)N[C@@H]2CN(C(=O)Nc3cccc(C(F)(F)F)c3)CCC[C@H]2O)cc1
  ? | -28% | -26% | -20% | 6% | -6 | ?
> CC(CCC1C(C(=O)O)=CC(=O)CC1(C)C)O[C@@H]1O[C@H](CO)[C@@H](O)[C@H](O)[C@H]1O (some centres not stated)
  nt | -16% | 1%[27.3 µM] | nt | nt | -7 | nt
> O=C(Nc1cccc(Cl)c1)c1ccnc(-c2nnc3ccc(N4CCOCC4)nn23)c1
  ? | ? | 4%[88.5 µM] | -1%[172 µM] | 43%[activator][87.6 µM] | -2 | ?

Some of these compounds in order of formula weight, descending.
Each structure is followed by: HEK293 tox | SNCA viab count | GPT2 inhibitor | FLuc inh | SNCA expr inhib | IP6K1 inhibitor | 3T3 cytotox
> Cc1noc(C)c1COc1ccc(C(=O)N[C@@H]2CN(C(=O)Nc3cccc(C(F)(F)F)c3)CCC[C@H]2O)cc1
  ? | -28% | -26% | -20% | 6% | -6 | ?
> COc1cc(C(=O)Nc2cc(C)ccc2OCc2cc(=O)n3cc(C)sc3n2)cc(OC)c1OC
  nt | 8% | nt | nt | 21% | 0 | nt
> O=C(NC1CC1)c1ccccc1OC1CN(Cc2cc(F)c(F)c(F)c2)C1
  ? | -2% | i | 0% | 1% | -22 | ?

Further records follow:
Each structure is followed by: HEK293 tox | SNCA viab count | GPT2 inhibitor | FLuc inh | SNCA expr inhib | IP6K1 inhibitor | 3T3 cytotox
> CCOc1cccc(CNC(=O)c2c(C)sc3ccn(CC)c(=O)c23)c1
  -17% | -3% | i | -1% | 7% | 1 | 4%
> O=C(NCC1CCCCO1)c1ccc(OC2CCN(C(=O)C3CC3)CC2)cc1 (configuration not stated)
  ? | -10% | 3% | -20% | -28% | -15 | ?
> CCOc1ccccc1CN1CCC2(CCN(C(=O)C(C)(C)C)CC2)Oc2ccccc21
  40µM* | -19% | i | -12% | ? | 9 | 32µM*
> CCNC(=O)c1cccnc1OC1CCN(C(=O)c2ccccc2Cl)C1 (configuration not stated)
  13% | 2% | i | -3% | 1% | 7 | i
> Cc1c(C(=O)N2CCC(C)CC2)c(S(=O)(=O)Nc2ccc(OC(F)(F)F)cc2)c(C)n1C
  nt | ? | nt | nt | -2% | -13 | nt
> COCCC1(C(=O)O)CCCN(Cc2ccc3c(c2)CC(C)(C)O3)C1 (configuration not stated)
  -1% | 5% | -1% | 0% | ? | 30 | -8%
> CNC(=O)C1CCN(c2nccc(Nc3ccc(OC)cc3)n2)CC1
  -20%[172 µM] | 0%[12.5 µM] | i | nt | 45%[activator][87.6 µM] | -4 | ?
> COc1ccc(NC(=O)N2CC(C(=O)N(C)C)C3(CCOCC3)C2)c(C)c1 (configuration not stated)
  -2% | 7% | i | 5% | -10% | -6 | 1%
> CCCOc1ccc(C2c3c(oc4ccccc4c3=O)C(=O)N2c2nc(C)c(C(=O)OCC)s2)cc1 (configuration not stated)
  nt | -13% | nt | nt | 14% | -23 | nt
> COCCN1CCC2(CCC1=O)CCN(C(=O)c1sc(C)nc1C)CC2
  1% | 1% | 5% | 3% | -6% | 6 | -2%
> CCC[C@@H]1CN(c2nc(C(=O)OCC)co2)C[C@H]1NS(C)(=O)=O
  -3% | 0% | 0% | -15% | -3% | 9 | -9%
> COc1ccc(-c2nn(-c3ccc(C)c(Cl)c3)c3c2cnc2cc(OC)c(OC)cc23)cc1
  nt | 5% | nt | nt | 33%[activator] | 35 | nt
> O=C1CCN(Cc2cccnc2)CCCC(C(=O)NC2CCCC2)CCN1 (configuration not stated)
  -2% | 7% | i | 3% | 2% | -8 | -3%
> Cc1cc(C)c(NC(=O)Cn2c(=O)n(Cc3ccc(C(=O)NCc4ccc5c(c4)OCO5)cc3)c(=O)c3ccccc32)c(C)c1
  nt | -18% | nt | nt | 13% | 21 | nt
> Cc1cc(C)c2oc(C(=O)Nc3sc4c(c3C(=O)NCc3ccco3)CCCC4)cc(=O)c2c1
  nt | -12% | nt | nt | -1% | -5 | nt
> CCc1ccc(-n2nc3cc(C)c(NC(=O)c4cc(OC)cc(OC)c4)cc3n2)cc1
  nt | 7% | nt | nt | 60%[activator] | 11 | nt
> O=C(Cc1ccccn1)N1CCC(c2nn(-c3ccc(Cl)cc3)c(=O)[nH]2)CC1
  -17% | -2% | i | -8% | -5% | -3 | ?
> Cc1cnc(CCNC(=O)c2n[nH]c3ccccc23)n1C1CCCC1
  ? | -3% | i | 4% | -6% | 4 | -22%
> O=C(O)[C@@H]1CN(C(=O)c2ccc(=O)[nH]c2)C[C@H]1c1ccc2c(c1)OCO2
  -13% | -15% | -13% | 0% | 18% | 12 | i
> CCOC(=O)c1c(-c2ccccc2)oc2ccc(OCc3ccccc3Br)cc12
  nt | -12% | nt | nt | -23% | 19 | nt
> O=C(O)C[C@@H]1CCN(C(=O)c2ccccc2)C[C@@H]1CCN1CCN(c2ccccn2)CC1
  1% | 0% | 0% | -1% | 3% | -10 | 2%
> CCOc1ccccc1NC(=O)CC[C@H]1NC(=O)c2ccccc2NC1=O
  2% | -6% | ? | -2% | -12% | 25 | 3%
> COc1ccc(C(=O)N2CCCC(c3nn(C)c(=O)n3C3CCCC3)C2)cn1 (configuration not stated)
  -3% | 7% | i | -1% | 0% | 3 | -6%
> COCC(=O)N1CCC2(CCN(Cc3cc(C4CC4)n[nH]3)CC2)C(CO)C1 (configuration not stated)
  -3% | 0% | 1% | 5% | 37%[activator] | 8 | -1%
> CCc1c(C)c2ccc3c(c2oc1=O)CN(Cc1ccccc1)CO3
  nt | ? | nt | nt | 1% | -16 | nt
> COc1ccc(C2=C(C)C(N3CCC(C(=O)Nc4cc(C)ccc4C)CC3)=NS2(=O)=O)cc1
  nt | 7% | nt | nt | 36%[activator] | -10 | nt
> COc1nc(-c2ccc3c(c2)OCO3)n(-c2ccc(NC(=O)CSc3ccccc3)cc2)n1
  nt | -4%&-10% | -2% | nt | 9% | -1 | nt
> O=C(c1ccc(-c2cccnc2)nc1)N1CCCC(c2ccccc2)CC1 (configuration not stated)
  ? | 26% | 1% | -2% | 13% | 0 | -7%
